From PubChem
PfGluPho inh – PfG6PD (Plasmodium falciparum) enzyme inhibition | inhibition, % at 20 µM | hit rate 0.78% among 350,000 | PfGluPho enzyme, NADPH resazurin-diaphorase fluorescence | AID 504690;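 active = inhibition reaching at least a set limit at 20 µM in the primary screen, cut at about 59% in these data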;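 note: 0% = DMSO wells with substrate and 100% = DMSO wells lacking glucose-6-phosphate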
SENP8 inh – inhibitors of human SENP8 protease. inhibition, % at 20 µM. recombinant SENP8, Nedd8 substrate fluorescence. hit rate 0.64% among 360,000; in the data active = inhibition mostly above about 40%, no sharp cut-off; inactive = mostly below about 27%
Target sequence (Q96LD8 whole entry, looked up): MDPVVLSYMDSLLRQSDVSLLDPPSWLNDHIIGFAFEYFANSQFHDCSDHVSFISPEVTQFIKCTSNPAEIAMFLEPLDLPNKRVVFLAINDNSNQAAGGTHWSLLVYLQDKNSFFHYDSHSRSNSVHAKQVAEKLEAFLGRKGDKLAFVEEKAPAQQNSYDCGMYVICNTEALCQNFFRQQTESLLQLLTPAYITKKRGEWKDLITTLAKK
SENP7 block – SENP7 protease inhibition | Q9BQF6 | recombinant SENP7, Z-RLRGG-aminoluciferin luminescence, 40 min | inhibition, % at 5 µM | hit rate 1.5% among 330,000 | AID 434973;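 active = inhibition above about 50% at the single test dose, limit read from the data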;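 note: plate controls were DMSO with enzyme for no effect and no enzyme buffer wells for full effect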
Target sequence (Q9BQF6 706-1050 limits assumed): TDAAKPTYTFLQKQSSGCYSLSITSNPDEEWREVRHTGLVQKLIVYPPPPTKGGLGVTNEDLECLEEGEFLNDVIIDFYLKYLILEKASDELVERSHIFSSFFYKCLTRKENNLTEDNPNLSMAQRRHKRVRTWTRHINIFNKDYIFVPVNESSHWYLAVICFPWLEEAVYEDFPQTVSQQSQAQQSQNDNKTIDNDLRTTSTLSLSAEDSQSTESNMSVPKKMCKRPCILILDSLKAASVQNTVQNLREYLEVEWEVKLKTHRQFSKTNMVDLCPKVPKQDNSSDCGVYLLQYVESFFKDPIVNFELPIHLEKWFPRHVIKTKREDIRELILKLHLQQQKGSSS
GRIN3A LBD mod – NR3A (human) ligand-binding domain modulation | NR3A LBD differential scanning fluorimetry, Tm shift; 0% = protein alone, 100% = glycine-bound protein | Tm shift relative to glycine control, % at 25 µM | hit rate 2.5% among 340,000;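 active = melting temperature shift of at least 10% of the positive control shift, at one fixed dose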
ATG4B inh – inhibitors of human ATG4B cysteine protease; hit rate 0.51% among 340,000; inhibition, % at 8.33 µM; ATG4B cleavage of LC3-PLA2, NBD-HPC fluorescence, 1 h; in the data active = inhibition above about 40%
Target sequence (Q9Y4P1 whole entry, looked up): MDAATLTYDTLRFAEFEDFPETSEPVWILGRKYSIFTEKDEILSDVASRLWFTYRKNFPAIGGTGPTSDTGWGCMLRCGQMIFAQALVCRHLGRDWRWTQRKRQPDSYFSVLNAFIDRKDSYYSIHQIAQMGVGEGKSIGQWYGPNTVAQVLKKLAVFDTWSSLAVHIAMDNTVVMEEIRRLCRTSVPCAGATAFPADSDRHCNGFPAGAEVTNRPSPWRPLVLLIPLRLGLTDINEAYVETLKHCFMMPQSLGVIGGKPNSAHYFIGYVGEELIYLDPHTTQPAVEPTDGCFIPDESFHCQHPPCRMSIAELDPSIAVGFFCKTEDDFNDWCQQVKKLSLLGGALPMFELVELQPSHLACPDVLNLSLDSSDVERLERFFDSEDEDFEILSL
MPTP block – permeability transition pore inhibition | isolated mouse mitochondria, Ca2+ swelling absorbance, 30 min | inhibition, % at 10 µM | hit rate 1.4% among 360,000 | AID 602449;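 active = inhibition of 50% or more, scaled per plate between neutral and stimulator controls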;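 note: 0% = DMSO wells given calcium and 100% = 1 mM EGTA wells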
HKDC1 inhibitor – blocks human hexokinase HKDC1 activity | hit rate 0.16% among 340,000 | Q2TB90 | AID 493160 | recombinant HKDC1, G6PDH/diaphorase resazurin coupled fluorescence | inhibition, % at 20 µM;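 active = inhibition above about 35% when tested at 20 µM, limit read from the data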;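 note: plate controls were DMSO wells with enzyme for no effect and DMSO wells lacking enzyme for full effect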
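Test system: HK5 enzyme. Quantity: 5 µg/mL HK5 final. Reagent: glucose and ATP substrates. Schedule: 90 min reaction incubation at room temperature, dark. Technique: resazurin-to-resorufin fluorescence via G6PDH and diaphorase coupling, 525/613 nm. Control set: DMSO wells with and without enzyme mix.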
SENP6 inh – SENP6 protease inhibition | hit rate 1.8% among 330,000 | Recombinant SENP6 catalytic domain, aminoluciferin luminescence | inhibition, % at 10 µM;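 active = inhibition above about 50% at the single tested dose, limit read from the data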;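 note: plate controls were DMSO wells with enzyme for no effect and DMSO wells lacking enzyme for full effect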
Starred values were filed as active, the others as inactive; i = inactive; . = no result given. Compounds as they come (roughly 6.9% active in at least one column).

SMILES | PfGluPho inh | SENP8 inh | SENP7 block | GRIN3A LBD mod | ATG4B inh | MPTP block | HKDC1 inhibitor | SENP6 inh
CCOC(=O)c1sc(NC(=O)C2CC2)nc1C | -13 | 18 | 7 | -1 | 5 | 1.0 | 3 | 2
Cc1ccc(N=Nc2c(C)[nH]n(-c3ccccc3)c2=O)cc1 | -1 | 35* | 4 | -1 | -5 | 8.7 | -2 | -16
Cc1csc(=O)n1CC(=O)Nc1ccc(C(C)C)cc1 | -12 | 28 | -7 | -2 | 3 | -0.5 | 3 | -10
COc1ccc(CNCc2c(F)cccc2F)cc1OC | -7 | 9 | -1 | -1 | -8 | 0.9 | -7 | 7
CCOc1ccc(C(=O)NCC(=O)NCC(c2ccco2)N2CCCCC2)cc1 (stereo unspecified) | -9 | 4 | 9 | -1 | -1 | -0.4 | -5 | -10
Cc1cc2cc(CCNS(=O)(=O)c3ccc(F)cc3)c(=O)[nH]c2cc1C | 8 | -114 | 12 | -1 | -9 | 1.0 | 24 | -1
O=C(CSc1nncn1-c1cccnc1)N1CCOCC1 | -11 | 1 | 6 | -1 | 8 | -0.3 | -9 | -3
Cc1cccc2cc(CN(CC3CCCO3)C(=O)c3ccncc3)c(=O)[nH]c12 (stereo unspecified) | -8 | -37 | -1 | 0 | -2 | -1.4 | 4 | -4
CC(C)=NOc1nc(N2CCOCC2)nc(N2CCOCC2)n1 | 3 | 15 | -6 | 1 | -6 | 2.2 | 1 | -10
CC12CCC(=O)N1C(C(=O)Nc1cc(C(F)(F)F)ccc1N1CCOCC1)CS2 (stereo unspecified) | 12 | 6 | 10 | -2 | 1 | -1.7 | -5 | -12
CC(=O)N1N=C(c2ccccc2)CC1c1ccc2c(c1)OCO2 (stereo unspecified) | 2 | 8 | -3 | 2 | -7 | -0.9 | -4 | 0
Nc1ccc(Br)cc1C(=O)O | -6 | 17 | 9 | -6 | 1 | 0.5 | -11 | -2
Cc1ccc(NC(=S)NC(=O)c2ccc(-c3ccccc3)cc2)c(C)c1 | 12 | 11 | 4 | 2 | 15 | 6.1 | -1 | -6
Oc1ccc(Nc2ncnc3ccccc23)cc1 | -4 | -26 | -6 | -5 | -1 | 0.6 | -1 | -9
CCCC(=O)Nc1cccc(-c2nc3cc(C)c(C)cc3o2)c1 | -1 | -398 | 91* | -5 | -6 | 0.3 | -9 | 35
Cc1cccc(C)c1NC(=O)COC(=O)c1cc(=O)c2ccccc2o1 | -19 | 18 | 3 | 0 | 0 | 0.9 | -1 | -13
CC(C)(C)OC(=O)NCCCCCNC(=O)c1nc[nH]c1C(=O)NCCCCCNC(=O)OC(C)(C)C | 7 | 16 | -11 | -1 | -7 | 1.8 | 3 | -20
CC(OC(=O)Nc1cccc(Cl)c1)C(=O)O (stereo unspecified) | -8 | 24 | -2 | . | 1 | -1.3 | -2 | -5
CC(=O)N1c2c(cc(Br)cc2S(=O)(=O)N2CCN(C(=O)c3ccco3)CC2)CC1C (stereo unspecified) | -8 | 11 | 8 | 0 | 6 | 0.4 | -3 | -8
COC(=O)c1ccc(N2CN=C(c3ccc(C)cc3)NC2=S)cc1 | 10 | 14 | 2 | -4 | -16 | 4.7 | 6 | 5
CCOc1cc(N2CCOCC2)c(OCC)cc1NC(=O)c1c(C)noc1C | 12 | 26 | -1 | 2 | 6 | -0.2 | 14 | 2
O=C(COC(=O)c1cc([N+](=O)[O-])ccc1N1CCOCC1)c1ccc(Br)cc1 | 2 | 16 | -13 | 2 | -7 | 0.2 | 4 | -19
COc1cc(C2c3cc4c(cc3C(O)C3COCC23)OCO4)cc(OC)c1OC (stereo unspecified) | 25 | -20 | . | -4 | 4 | 0.5 | 15 | .
COc1ccc(N2CCN(C(=O)CNC(=O)c3ccccc3Cl)CC2)cc1 | 7 | 15 | 2 | -1 | 5 | 0.7 | -4 | 20

An excerpt of these results, field by field.
structure: Nc1ccc(Br)cc1C(=O)O
  PfGluPho inh = -6 | SENP8 inh = 17 | SENP7 block = 9 | GRIN3A LBD mod = -6 | ATG4B inh = 1 | MPTP block = 0.5 | HKDC1 inhibitor = -11 | SENP6 inh = -2
structure: Cc1ccc(NC(=S)NC(=O)c2ccc(-c3ccccc3)cc2)c(C)c1
  PfGluPho inh = 12 | SENP8 inh = 11 | SENP7 block = 4 | GRIN3A LBD mod = 2 | ATG4B inh = 15 | MPTP block = 6.1 | HKDC1 inhibitor = -1 | SENP6 inh = -6
structure: Oc1ccc(Nc2ncnc3ccccc23)cc1
  PfGluPho inh = -4 | SENP8 inh = -26 | SENP7 block = -6 | GRIN3A LBD mod = -5 | ATG4B inh = -1 | MPTP block = 0.6 | HKDC1 inhibitor = -1 | SENP6 inh = -9
structure: CCCC(=O)Nc1cccc(-c2nc3cc(C)c(C)cc3o2)c1
  PfGluPho inh = -1 | SENP8 inh = -398 | SENP7 block = 91* | GRIN3A LBD mod = -5 | ATG4B inh = -6 | MPTP block = 0.3 | HKDC1 inhibitor = -9 | SENP6 inh = 35

Next compounds:
SMILES | PfGluPho inh | SENP8 inh | SENP7 block | GRIN3A LBD mod | ATG4B inh | MPTP block | HKDC1 inhibitor | SENP6 inh
O=C(CSc1nnc(CNC(=O)c2ccccc2)o1)NCc1ccc2c(c1)OCO2 | -8 | 2 | -4 | -2 | 0 | 1.0 | -8 | -2
O=C(NCc1cccnc1)c1cccc(S(=O)(=O)N2CCCCC2)c1 | 0 | 10 | 6 | -1 | -8 | 2.3 | -3 | -5
COc1cccc(-c2nn(C)c3sc(C(=O)NCc4ccc(C)o4)cc23)c1 | 64* | i | 6 | -4 | -16 | -1.5 | 6 | -1
O=C(NCCCN1CCOCC1)c1cnccn1 | -7 | -1 | 1 | 0 | -2 | -1.4 | -4 | 4
COCc1cc(C)nc2sc(C(=O)Nc3nccs3)c(N)c12 | 20 | -373 | -6 | -1 | -1 | -0.1 | 4 | -1
CC(C)c1nc(=S)c2ccccc2[nH]1 | 19 | 8 | -2 | -1 | -2 | -0.4 | -3 | -3
Nc1nc(Cl)nc2c1ncn2[C@@H]1O[C@H](CO)[C@@H](O)[C@H]1O | 0 | 17 | -2 | 1 | 3 | 0.0 | 1 | 13
CSc1cccc(N2CC(C(=O)N3CCN(S(=O)(=O)c4ccccc4Cl)CC3)CC2=O)c1 (stereo unspecified) | 17 | 4 | -2 | 1 | -8 | 0.1 | -1 | -9
Cc1nc(C)c(-c2csc(Nc3ccccn3)n2)s1 | 11 | -17 | 54* | -13 | -7 | 0.1 | -5 | 74*
CCN(C(=O)CSc1nc2cc(Cl)ccc2c(=O)n1Cc1ccco1)C1CCS(=O)(=O)C1 (stereo unspecified) | 8 | -18 | -6 | 0 | 4 | 0.8 | -2 | -25
S=c1[nH]nc(COc2ccc(Cl)cc2Cl)n1-c1ccccc1 | 10 | 23 | 4 | -2 | 3 | 0.3 | 1 | -8
O=C(O)CSCC(=O)N1CCN(c2ncnc3scc(-c4ccccc4)c23)CC1 | -18 | 14 | -1 | 1 | 0 | -0.1 | -3 | -9
Cc1ccc2cc(CCNC(=O)c3cccs3)c(=O)[nH]c2c1 | -9 | -25 | 6 | 2 | -5 | -0.8 | -1 | 1
COc1cc(NC(=O)[C@@H]2CCCN(S(=O)(=O)c3cccc4cccnc34)C2)cc(OC)c1OC | 0 | 4 | 8 | -1 | 10 | -0.4 | 1 | -6
O=C1C2C3C=CC(C3)C2C(=O)N1CCN1CCN(S(=O)(=O)/C=C/c2ccccc2)CC1 (stereo unspecified) | -5 | -2 | -1 | -2 | 2 | -1.2 | -7 | -13
O=[N+]([O-])c1ccc(OCC2CC(c3ccccc3)=NO2)cc1 (stereo unspecified) | 10 | 12 | 6 | 6 | -1 | 2.8 | -2 | -11
O=C(CN1CCN(c2ccccc2O)CC1)Nc1ccc2c(c1)CCC2 | -6 | 10 | -8 | -2 | -6 | -0.2 | -2 | -1
N#C/C(=C\c1cccc(Cl)c1)c1n[nH]c(Cn2cncn2)n1 | -19 | i | -2 | 1 | -8 | -11 | -4 | 9
CCCC(=O)Nc1ccc(NC(=O)c2ccccc2F)cn1 | 16 | 2 | 0 | 2 | -3 | 1.4 | -7 | -2
CCCNC(=O)NS(=O)(=O)c1ccc(Cl)cc1 | -4 | 18 | 1 | -2 | 2 | -1.6 | 3 | -1
O=c1c2ccccc2nnn1Cc1nnc(-c2ccccc2Br)o1 | -3 | 17 | 5 | 1 | -11 | -0.1 | 1 | -3
CCOc1ccc(NS(=O)(=O)c2ccc3ncsc3c2)cc1 | 15 | 15 | -5 | -1 | -10 | 1.1 | -11 | 5
CCCc1cc(Nc2ccccc2OCC)n2ncnc2n1 | -13 | 12 | 3 | -1 | -12 | -1.6 | 3 | -7
CC(=O)Nc1cccc(NC(=O)COc2ccccc2C)c1 | -9 | 11 | -19 | -25 | 2 | 0.3 | 6 | -12
O=C(Nc1ccc(Cl)cc1)C1CCCN(c2cnccn2)C1 (stereo unspecified) | 9 | -478 | -11 | -2 | -1 | -0.9 | -6 | -9
O=C(CSc1nc(=O)n2ccccc2n1)NC1CCCCC1 | 0 | -24 | 1 | 0 | 5 | -0.3 | 2 | -3
CCCCc1nc(S(=O)(=O)c2ccc(Cl)cc2)c(N2CCOCC2)o1 | 1 | 13 | 7 | 5 | -8 | 2.5 | 0 | 0
COc1ccc(OCc2cc(-c3ccc(Cl)cc3)no2)cc1 | 0 | -2 | -9 | -10 | 4 | 0.0 | -4 | -5
COC(=O)c1[nH]c2cc(OC)ccc2c1NC(=O)CCN1CCN(c2ccccc2)CC1 | 4 | -150 | -3 | 3 | -9 | 0.4 | 5 | -8
CCN1CCN(C(c2ccccc2)c2nnnn2Cc2ccc(OC)cc2)CC1 (stereo unspecified) | -7 | 15 | 0 | 1 | -7 | 2.0 | -12 | 5
Nc1ncccc1OCc1cccc(C(F)(F)F)c1 | 9 | 12 | 8 | 1 | -6 | 0.2 | 8 | 6
CC1CN(C(C)C)C(C)CC1OC(=O)c1ccccc1 (stereo unspecified) | -14 | 7 | -2 | 0 | 3 | 1.7 | -3 | -6
O=C(/C=C/c1ccc(Cl)c([N+](=O)[O-])c1)Nc1cccnc1 | 11 | 30 | -2 | -3 | 3 | -1.6 | -3 | -28
Cc1no[n+]([O-])c1COc1ccccc1/C=C1\NC(=S)NC1=O | -12 | -33 | -7 | -3 | -2 | 2.4 | 8 | -17
CC(C)C[C@H](NC(=O)C1(c2ccccc2)CCN(C(=O)[C@H]2CSCN2C(=O)OC(C)(C)C)CC1)C(=O)O | -12 | 6 | 3 | 14* | 0 | 0.4 | -7 | 9
COc1ccc(CCNC(=O)c2nnn(CC(=O)Nc3ccccc3C)c2N)cc1OC | -8 | 13 | -3 | 1 | -5 | -0.5 | 2 | -26
C/C(=N\NC(=O)COc1ccc(C)cc1C(C)C)c1ccc(-n2ccnc2)cc1 | -1 | 6 | 1 | -9 | -23 | -1.1 | -1 | 7
Cc1ccc(CNS(=O)(=O)c2c(C)nc3scc(C)n3c2=O)cc1 | 2 | -352 | 14 | 1 | -7 | 4.0 | -4 | -4
CN(C)c1ccc(CNCCC2(O)CCOC(C)(C)C2)cc1 (stereo unspecified) | -10 | 20 | -6 | -9 | -8 | -2.0 | 0 | -12
CCCCOc1ccc2ccccc2c1C=O | 23 | 15 | 2 | 10* | 19 | -1.5 | 1 | 29
O=C(c1ccc2nc(Cc3cccc(Cl)c3)oc2c1)N1CCC[C@H]1CO | -27 | -2 | 5 | 1 | 2 | -0.8 | 0 | 14
Cc1cc(C)c(C#N)c(SCS(=O)c2ccc(C(C)(C)C)cc2)n1 (stereo unspecified) | 9 | -1 | -2 | 1 | -1 | 0.5 | 6 | -19
CCOc1ccccc1NC(=O)CCS(=O)(=O)c1cccc2nsnc12 | 4 | 4 | 0 | 2 | -1 | -2.2 | -2 | 0
C=CCOc1ccc(/C=C2/C(=N)N3N=C(CC(=O)N4CCCC4)SC3=NC2=O)cc1OC | 2 | 3 | 0 | 0 | 7 | -0.8 | 7 | 11
Cc1ccccc1NS(=O)(=O)c1ccc2c(c1)NC(=O)CO2 | 1 | 2 | 1 | -2 | -6 | -0.6 | -3 | 4
CCN1CCN(CCNC(=O)Nc2ccc([N+](=O)[O-])cc2)CC1 | 15 | 19 | 5 | -2 | -3 | 10 | -2 | 6
